Bioassay records (PubChem)
ZTA counter = ZTA (EBV) inhibition in EBNA-1 counter-screen | P03206 | ZTA-DNA binding, fluorescence polarization | inhibition, % at 11 µM | hit rate 0.15% among 320,000 | AID 2234; in the data active = inhibition above about 33%
MEX-5 binding = C. elegans MEX-5 TCR-2 RNA binding activity; AID 1832; hit rate 0.38% among 300,000; Q9XUB2; activity score (negative = inhibition of binding), % at 10 µM; MEX-5/FITC-TCR2 RNA binding, fluorescence polarization; stronger effect = lower value;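 active = inhibition past about -25% in most replicates, and total fluorescence under double the plate's negative control median, limit read from the data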;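 also: 0% = DMSO and -100% = 5 µM competing unlabeled TCR2 RNA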
Target sequence (Q9XUB2 whole entry, looked up): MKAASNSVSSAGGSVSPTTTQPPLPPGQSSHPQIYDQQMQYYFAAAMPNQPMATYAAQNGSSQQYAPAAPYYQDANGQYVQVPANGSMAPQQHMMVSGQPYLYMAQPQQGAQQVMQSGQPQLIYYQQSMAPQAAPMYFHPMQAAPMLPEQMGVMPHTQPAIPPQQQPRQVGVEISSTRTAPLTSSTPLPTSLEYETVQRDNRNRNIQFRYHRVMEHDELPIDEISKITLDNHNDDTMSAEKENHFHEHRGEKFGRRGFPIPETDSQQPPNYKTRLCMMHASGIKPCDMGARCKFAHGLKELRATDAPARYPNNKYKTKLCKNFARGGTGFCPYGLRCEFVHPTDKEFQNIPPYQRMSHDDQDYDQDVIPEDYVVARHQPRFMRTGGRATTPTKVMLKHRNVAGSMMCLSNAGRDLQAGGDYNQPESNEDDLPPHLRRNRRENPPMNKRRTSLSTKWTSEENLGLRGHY
CR mimetic SO = caloric restriction mimetics inhibiting age-related superoxide in yeast; S. cerevisiae aged cells, superoxide DHE fluorescence; stronger effect = lower value; superoxide response (% of plate mean), % at 10 µM; hit rate 0.18% among 330,000; AID 2690;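 active = superoxide response under a set limit, about three screen SD below normal, cut at about 65% in these data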;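 also: yeast aged for seven days with compound at 30 °C before DHE staining; 100% = average MFI of all compound-treated wells on the plate with controls excluded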
GLD-1 TGE inh = GLD-1-TGE RNA interaction inhibition (C. elegans). Q17339. inhibition, % at 5.96 µM. hit rate 0.44% among 320,000. purified GLD-1 + fluorescein TGE RNA, fluorescence polarization. AID 2280;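 active = percent inhibition above a per-plate cutoff, the plate mean of test compounds plus 3 SD, cut at about 30% in these data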;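 also: 0% = DMSO wells with GLD-1 and probe and 100% = wells lacking GLD-1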
EBNA-1 inhibitor = blocks EBNA-1 binding to DNA; EBNA-1 DNA binding, fluorescence polarization; inhibition, % at 14.8 µM; hit rate 0.34% among 300,000; in the data active = inhibition above about 28%
Bcl-xL primary = blocks human Bcl-xL binding to Bim BH3 peptide | Q07817 | AID 2129 | GST-Bcl-xL / FITC-Bim BH3 peptide fluorescence polarization | inhibition, % at 10.9 µM | hit rate 0.7% among 320,000;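 active = inhibition above the mean of all tested compounds plus 3 SD, cutoff set per campaign, cut at about 30% in these data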;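 also: 0% = DMSO wells and 100% = unlabeled Bim-BH3 peptide competitor; inhibitors lower millipolarization by displacing the labeled peptide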
Target sequence (Q07817 whole entry, looked up): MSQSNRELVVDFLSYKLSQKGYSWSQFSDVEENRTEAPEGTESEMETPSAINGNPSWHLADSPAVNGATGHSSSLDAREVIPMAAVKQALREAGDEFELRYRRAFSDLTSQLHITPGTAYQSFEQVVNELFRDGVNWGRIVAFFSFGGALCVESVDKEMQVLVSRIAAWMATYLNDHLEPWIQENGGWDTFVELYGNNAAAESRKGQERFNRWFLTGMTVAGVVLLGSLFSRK
Fam108B counter = counter-screen for RBBP9 inhibitors: inhibitors of mouse Fam108B. hit rate 0.33% among 300,000. inhibition, % at 9.51 µM. recombinant Fam108B, FP-Rh probe fluorescence polarization;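 active = inhibition above the screen mean inhibition plus 3 SD, computed separately per campaign, cut at about 18% in these data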;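 also: inhibitors lower polarization as less probe binds the enzyme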
Efflux pump mplx = inhibitors of Candida antifungal efflux pumps expressed in yeast; S. cerevisiae Candida pump triplex, Nile Red efflux; inhibition, % at 10 µM; hit rate 0.44% among 330,000;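 active = plate passing quality check with inhibition over a set limit, or well fluorescence over plate mean plus 4 SD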;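 also: Nile Red retained in pooled yeast measured as flow cytometry median fluorescence; 0% = buffer negative control and 100% = Enniatin B positive control; higher means more Nile Red kept so more efflux inhibition; some compounds called inactive have numbers as strong as hits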
MCL1 BIM primary = inhibitors of human MCL1 binding to BIM-BH3 peptide; Q07820; GST-MCL1 / FITC-Bim-BH3 fluorescence polarization; inhibition, % at 10.9 µM; hit rate 0.68% among 320,000; AID 2057;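 active = inhibition above the mean inhibition of all tested compounds plus 3 SD, set per campaign, cut at about 40% in these data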;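 also: 0% = DMSO wells and 100% = unlabeled Bim-BH3 peptide control; higher means more loss of mP so more displacement of Bim peptide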
Target sequence (Q07820 whole entry, looked up): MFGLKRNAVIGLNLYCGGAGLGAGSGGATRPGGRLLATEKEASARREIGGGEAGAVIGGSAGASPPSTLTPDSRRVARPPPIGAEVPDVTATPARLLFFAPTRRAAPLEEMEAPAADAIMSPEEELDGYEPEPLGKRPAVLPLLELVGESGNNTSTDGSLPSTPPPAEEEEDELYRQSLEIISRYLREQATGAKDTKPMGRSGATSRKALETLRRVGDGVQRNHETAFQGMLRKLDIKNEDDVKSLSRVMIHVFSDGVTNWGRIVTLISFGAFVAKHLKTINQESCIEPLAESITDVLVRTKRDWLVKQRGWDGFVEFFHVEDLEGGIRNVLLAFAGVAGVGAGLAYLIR
* = called active by the depositor; nt = no result given. The order is random; overall some 2.3% were active at least once.

SMILES | ZTA counter | MEX-5 binding | CR mimetic SO | GLD-1 TGE inh | EBNA-1 inhibitor | Bcl-xL primary | Fam108B counter | Efflux pump mplx | MCL1 BIM primary
O=C(c1ccc(Cl)cc1)[C@@H]1[C@@H]2C(=O)N(c3cccc4ccccc34)C(=O)[C@@H]2C2c3ccccc3C=NN21 (stereo partly drawn) | -8 | -0.6 | 123 | 2 | -5 | -2 | -11 | 0.0 | -27
Cc1nn(CC(=O)NC(C)C)c(C)c1[N+](=O)[O-] | -13 | -0.1 | 97 | 12 | -9 | 2 | 4 | -0.1 | 0
COc1cccc(CNC(=O)CCS(=O)(=O)c2ccc3c(c2)NC(=O)CS3)c1 | -10 | -0.2 | 108 | 5 | 7 | 5 | -1 | 0.2 | -1
C=CCN1C(=O)C2(OCCCO2)c2cc(CCCC)ccc21 | -1 | 0.6 | 90 | -3 | -4 | -3 | 2 | 0.0 | 9
Cc1ccc(C(=O)NN2C(=O)C3C4C=CC([C@@H]3C2=O)C42CC2)cc1 (stereo partly drawn) | 1 | -0.8 | 101 | -6 | -6 | 8 | 0 | 0.0 | 5
Cc1nc2cc(C(=O)OCC(=O)Nc3cccc(Cl)c3)ccc2n1-c1ccccc1 | 11 | 1.0 | 96 | 0 | 3 | 4 | -10 | -0.1 | -15
COc1ccc2c(c1)c(=O)cc(-c1ccccc1)n2C | -11 | -3.2 | 113 | 1 | -8 | 0 | 1 | 0.0 | -7
Cc1nn(C)c(C(=O)N2CCN(C(=O)c3ccco3)CC2)c1[N+](=O)[O-] | 6 | -0.6 | 98 | 2 | -5 | -1 | 2 | -0.4 | -2
COc1ccc(-c2cc3nc4c(c(N5CCC6(CC5)OCCO6)n3n2)CCC4)cc1 | -11 | 0.8 | 118 | 0 | 1 | 4 | 3 | 0.6 | 7
COc1ccc(CC(=O)Nc2ccc(C(=O)NCC(C)C)cc2)cc1 | -7 | 2.4 | 105 | 0 | -7 | 7 | 3 | 0.2 | 6
CC(C)(C)c1nnc2sc(SCC(=O)N3CCCc4ccccc43)nn2c1=O | -6 | -3.2 | 84 | -5 | -15 | -2 | 4 | 0.4 | -4
CCN(CC)S(=O)(=O)c1ccc(N2CCCC2)c(C(=O)OCC(=O)Nc2cc(C)on2)c1 | 10 | 1.0 | 107 | -1 | -10 | 5 | 0 | 0.1 | 3
CCOc1ccc(NCc2nnc(SCC(=O)Nc3nc(-c4ccccc4)cs3)n2-c2ccccc2)cc1 | 2 | 1.2 | 99 | 2 | 0 | 3 | -1 | 0.0 | 0
O=C(NC(=S)Nc1ccc2oc(=O)ccc2c1)c1cc2ccccc2o1 | 2 | -0.5 | 94 | 5 | 6 | 5 | 1 | 0.2 | 5
CC(=O)Nc1cc2c(cc1NC(=O)Cn1nc(-c3ccccc3)ccc1=O)OCCO2 | -7 | -1.7 | 96 | -3 | -4 | 2 | 11 | 0.0 | 0
Cn1ccnc1SCC(=O)Nc1ccc2c(c1)OCCO2 | -7 | -1.3 | 104 | 7 | 6 | 5 | 3 | -0.1 | 9
COc1ccc(SCC(=O)Nc2ccccc2Cl)cc1 | 10 | 2.1 | 110 | 4 | 1 | 7 | 1 | 0.0 | 1
CCCCc1cc2ccccc2c(OCCN(C)C)n1 | -12 | nt | 82 | -1 | nt | 5 | nt | -0.2 | -2
CCOC(=O)CSc1nc(N)c2c3c(sc2n1)CCCC3 | 6 | -3.8 | 93 | -2 | 8 | 1 | -2 | 0.0 | -6
Cc1ccc2nc(-c3cc(-c4ccccc4)no3)cn2c1 | 23 | -0.5 | 92 | -2 | 8 | -8 | -2 | 0.1 | -38
Clc1ccccc1OCCCCN1CCCC1 | -5 | -0.9 | 108 | 4 | -4 | -4 | 1 | 0.3 | 3
N#CC1=C(O)CCCn2c1nc1ccccc1c2=O | 2 | 2.9 | 92 | 1 | -1 | 4 | -5 | 0.1 | 9
CCOC(=O)Cn1nc(CC)c2ccccc2c1=O | 4 | 0.9 | 96 | -11 | 5 | 5 | 4 | -0.4 | 3
CCOc1ccc(C2CC(c3cccc(OC)c3)n3nc(N)nc3N2)cc1 (stereo not drawn) | -7 | 1.3 | 96 | 1 | -2 | 2 | 0 | -0.1 | -3
COc1ccc(OCC(=O)NNc2c3ccccc3nc3ccccc23)cc1 | 8 | -0.6 | 103 | -1 | -6 | 7 | 11 | 0.1 | 4
CSc1ccc(CN2CCN(C(=O)c3ccc([N+](=O)[O-])cc3)CC2)cc1 | 5 | -1.3 | 107 | -4 | 10 | 8 | 3 | 0.1 | 10
Nc1ccccc1/C=N\N=C/c1ccccc1N | -19 | -0.9 | 96 | 1 | -5 | 2 | 4 | 0.0 | -5
Cc1nc(-c2ccccc2)c(Cc2ccccc2O)c(=O)[nH]1 | -9 | 0.4 | 86 | -8 | 4 | 4 | -1 | 0.0 | 1
CN(C)c1ccc(C(O)P(=O)(OC2CCCCC2)OC2CCCCC2)cc1 (stereo not drawn) | -9 | -1.2 | 102 | 8 | -7 | 0 | 2 | 0.1 | 2
COC(=O)C(Cc1ccccc1)NC(=O)CNC(=O)c1sc2ccccc2c1Cl (stereo not drawn) | 6 | -0.2 | 129 | 0 | 7 | 8 | -3 | -0.4 | 7
CC(C)NC(=O)CSCc1ccccc1Cl | 12 | -0.1 | 104 | -1 | -5 | -7 | 0 | 0.1 | -16
O=C(Nc1ccc2oc(-c3cccnc3)nc2c1)c1ccc(Br)o1 | 3 | -2.7 | 103 | 6 | -4 | 2 | -8 | -0.1 | 1
CCCCn1c(N)c(Sc2ccc(C)cc2)c(=O)[nH]c1=O | -5 | -0.9 | 100 | 5 | -2 | 2 | -3 | -0.1 | 2
CC1CCN(c2cc(N3CCN(C(=O)c4ccc(F)c(F)c4)CC3)c([N+](=O)[O-])cc2F)CC1 | -13 | 3.9 | 116 | 5 | 3 | 1 | -2 | -0.3 | 3
NC(Cc1ccc2nonc2c1)C(=O)O (stereo not drawn) | 17 | -1.5 | 96 | -6 | 13 | 5 | 0 | -0.1 | 5
O=C(CSc1ccc(-c2ccccn2)nn1)Nc1ccc(F)c(F)c1 | 3 | 4.8 | 99 | 7 | 9 | 1 | -2 | 0.0 | 7
CCC1C/C(=C/c2ccco2)C(=O)/C(=C/c2ccco2)C1 (stereo not drawn) | 14 | nt | 89 | -31 | 5 | -35 | -4 | 0.3 | -76
COc1cc(NC(=O)c2cccnc2Sc2ccc(C)c(C)c2)cc(OC)c1OC | -1 | -0.5 | 91 | 0 | 2 | 6 | 0 | 0.2 | 18
CCN(CCCNC(=O)c1[nH]c(C)c(C(C)=O)c1C)c1ccccc1 | 10 | 0.1 | 100 | 6 | 1 | 8 | -1 | -0.2 | 4
Cc1cccc(OCc2ccc(C(=O)Nc3cc(C)on3)o2)c1 | 0 | 1.2 | 92 | 10 | -10 | -1 | 0 | 0.1 | -12
CC(C)CC(=O)N1CCC(O)(CS(=O)(=O)c2ccc(Cl)c(Cl)c2)CC1 | 6 | -2.7 | 88 | -4 | -7 | 4 | 2 | 0.4 | 0
CN(C(=O)CCc1nnc(Cc2ccc(-c3ccccc3)cc2)o1)C1CCOCC1 | -5 | -3.0 | 104 | 6 | -8 | 3 | -6 | 0.2 | -2
COc1ccc(C(C)C)cc1S(=O)(=O)N1CCN(c2ccccc2)CC1 | -4 | 1.7 | 97 | -2 | -4 | 4 | 1 | -0.1 | 5
Cc1ccc(CN2CCN(Cc3c(C)nn(C(C)C)c3C)CC2CCO)o1 (stereo not drawn) | 18 | -3.3 | 91 | 7 | 7 | 2 | 3 | 0.0 | -4
Fc1ccc(Cn2ccc(-c3cnc(-c4ccccc4)s3)n2)cc1 | -9 | 1.9 | 92 | 0 | -6 | 5 | -5 | 0.2 | 1
CCOC(=O)C1CCN(Cc2ccccc2C)CC1 | -5 | 0.7 | 107 | -3 | -2 | -1 | -2 | -0.1 | -2
O=C(Nc1nnc(S(=O)(=O)N2CCCC2)s1)c1ccccc1F | 8 | -2.8 | 93 | 2 | 21 | 4 | -3 | -0.1 | 1
O=C(Cn1c2[n+](c3ccc(C(F)(F)F)cc31)CCCCC2)Nc1c(F)cccc1F | -4 | 1.4 | 98 | 5 | 2 | 4 | -3 | 0.1 | 7
O=C(O)/C(=C\c1ccc(Cl)c([N+](=O)[O-])c1)c1ccc(S(=O)(=O)N2CCCC2)s1 | -2 | nt | 95 | -1 | nt | 11 | nt | -0.2 | 43*
O=C(NCCNC(=O)c1ccccc1O)c1ccccc1O | -3 | -7.5 | 98 | 5 | -4 | -3 | 1 | 0.2 | -3
Cc1nc2ccccn2c1C(=O)N/N=C/c1ccccc1[N+](=O)[O-] | 1 | -0.6 | 94 | 3 | 9 | 1 | 0 | 0.0 | 6
Cc1ccnc(NC2CCCCC2)c1 | -7 | -0.3 | 80 | 4 | 4 | -1 | -3 | 0.2 | -7
CCN1CCN(c2c(S(=O)(=O)c3ccc(C)c(C)c3)cnc3ccc(F)cc23)CC1 | 2 | -0.4 | 98 | 6 | -9 | 2 | -2 | -0.1 | 5
CCOc1ccccc1NC(=O)CSc1nnc(C2CC2)n1CC | -3 | -6.0 | 113 | -9 | -10 | 1 | -1 | -0.1 | 4
COc1ccc(OC)c(NC(=O)COC(=O)C2CCN(C(=O)c3ccc(Cl)cc3)CC2)c1 | 5 | 2.2 | 119 | -1 | -1 | -2 | 2 | 0.0 | 4
Cc1ccc2nc(NCc3ccccc3)c(C=NCc3ccccc3)c(=O)n2c1 | -2 | -3.0 | 95 | -6 | 4 | 2 | -4 | 0.6 | -1
CCOC(=O)C1CCN(C(=O)c2ccc(OC)cc2OC)CC1 | -7 | 0.8 | 95 | 2 | 8 | 4 | 2 | 0.0 | 3
CCCC1CCC(=NNC(=S)NCCc2ccccc2)CC1 (stereo not drawn) | -9 | 0.6 | 81 | 3 | -12 | 5 | 2 | 0.0 | 9
CC(C)c1nnc(NC(=O)c2sc3ccccc3c2Cl)s1 | 3 | 0.1 | 100 | 0 | 11 | 2 | -3 | -0.1 | 8
COc1ccc(S(N)(=O)=O)cc1C(=O)NCCCN1CCN(c2cccc(Cl)c2)CC1 | 12 | 0.0 | 102 | -1 | -3 | 1 | 5 | 0.1 | 2

Arranged by value in Efflux pump mplx (smallest number first): three from the list above.
canonical_smiles | MEX-5 binding | GLD-1 TGE inh | EBNA-1 inhibitor | Bcl-xL primary | Efflux pump mplx | MCL1 BIM primary
CCOC(=O)C1CCN(Cc2ccccc2C)CC1 | 0.7 | -3 | -2 | -1 | -0.1 | -2
Cc1nc2ccccn2c1C(=O)N/N=C/c1ccccc1[N+](=O)[O-] | -0.6 | 3 | 9 | 1 | 0.0 | 6
CN(C(=O)CCc1nnc(Cc2ccc(-c3ccccc3)cc2)o1)C1CCOCC1 | -3.0 | 6 | -8 | 3 | 0.2 | -2

(more compounds)
SMILES | ZTA counter | MEX-5 binding | CR mimetic SO | GLD-1 TGE inh | EBNA-1 inhibitor | Bcl-xL primary | Fam108B counter | Efflux pump mplx | MCL1 BIM primary
C=CCNC(=O)c1cc(=O)c2ccccc2o1 | 1 | 0.0 | 89 | 4 | 11 | 5 | 0 | -0.1 | -5
Cc1cc(=O)[nH]c(S)c1C#N | -20 | -0.6 | 95 | -7 | -3 | 5 | 3 | 0.0 | 10
COc1ccc(-n2nc(C(=O)N(C)C3CCCCC3)c3ccccc3c2=O)c(OC)c1 | -7 | 2.8 | 95 | 2 | 5 | 7 | -3 | -0.1 | 1
COc1cc(C)ccc1NC(=O)c1ccc(S(=O)(=O)N2CCOCC2)cc1 | -1 | 1.6 | 89 | 0 | 7 | 2 | 1 | 0.1 | 3
COc1ccc2[nH]c(=S)[nH]c2c1 | -13 | -1.8 | 120 | 1 | -3 | -15 | 1 | 0.0 | -7
Cc1ccc(Nc2nc(-c3cccnc3)cs2)cc1C | -6 | 2.7 | 108 | 9 | -1 | 5 | 8 | -0.1 | 6
